M5 PAM: human M5 muscarinic receptor positive allosteric modulators, primary screen, CHO-K1 cells, Fluo-8 calcium fluorescence; CHO-K1 hM5, ACh EC20 PAM; 0% = ACh EC20, 100% = ACh EC100; activation, % at 3 µM; 0.3% of 360,000 active; AID 624038, 2012;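 active = activation above the run cutoff, the mean activation of all test compounds plus 3 SD, cut at about 18% in these data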
Target sequence (P08912 whole entry, looked up): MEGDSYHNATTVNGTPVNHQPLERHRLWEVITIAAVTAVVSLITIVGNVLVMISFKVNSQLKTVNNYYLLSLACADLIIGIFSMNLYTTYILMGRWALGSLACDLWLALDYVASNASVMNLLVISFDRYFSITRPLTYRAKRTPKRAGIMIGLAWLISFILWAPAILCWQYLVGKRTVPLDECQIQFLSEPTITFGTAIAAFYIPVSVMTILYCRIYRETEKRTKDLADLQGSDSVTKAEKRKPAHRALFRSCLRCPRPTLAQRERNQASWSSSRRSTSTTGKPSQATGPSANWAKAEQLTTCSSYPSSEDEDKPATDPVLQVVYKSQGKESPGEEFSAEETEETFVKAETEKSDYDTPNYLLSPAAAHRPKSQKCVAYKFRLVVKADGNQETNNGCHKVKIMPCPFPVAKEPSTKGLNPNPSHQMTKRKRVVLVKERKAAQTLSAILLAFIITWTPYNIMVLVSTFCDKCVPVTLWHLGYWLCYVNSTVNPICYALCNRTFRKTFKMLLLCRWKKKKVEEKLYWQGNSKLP
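Assay system: CHO-K1 hM5 cells / Incubation: Fluo-8 loading 80 min at 37 °C plus 30 min room temperature / Technique: Fluo-8 calcium dye fluorescence, kinetic read / Repeats: single replicate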
M5 ag: human M5 muscarinic receptor agonists, primary screen, CHO-K1 cells, Fluo-8 calcium fluorescence | Muscarinic acetylcholine receptor M5 (Homo sapiens), P08912 | CHO-K1 hM5 cells; 0% DMSO wells, 100% maximal acetylcholine response | activation, % at 3 µM | 0.19% of 360,000 active;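 active = activation above the run's mean over test compounds plus 3 SD, cut at about 23% in these data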;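 note: signal is peak over basal fluorescence ratio across the kinetic read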
M5 antag: human M5 muscarinic receptor antagonists, primary screen, CHO cells, Fluo-8 calcium fluorescence | 0.59% of 360,000 active | CHO-hM5 cells, ACh EC80 | inhibition, % at 3 µM;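 active = inhibition above a per-plate cutoff, the mean of that plate's test compounds plus 3 SD, cut at about 27% in these data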;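 note: 0% = acetylcholine EC80 with DMSO and 100% = DMSO without agonist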
CHRM4 PAM: human M4 muscarinic receptor positive allosteric modulators, primary screen, CHO-K1 cells, Fluo-8 calcium fluorescence. Muscarinic acetylcholine receptor M4 (Homo sapiens), P08173. CHO-K1 hM4/Gqi5, ACh EC20; 0% = ACh EC20, 100% = maximal ACh. activation, % at 3 µM. 0.4% of 360,000 active. AID 624126, 2012;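 active = activation above its plate's cutoff, the mean activation of sample wells plus 3 SD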; note: some results filed as inactive read as strong as hits
Target sequence (P08173 whole entry, looked up): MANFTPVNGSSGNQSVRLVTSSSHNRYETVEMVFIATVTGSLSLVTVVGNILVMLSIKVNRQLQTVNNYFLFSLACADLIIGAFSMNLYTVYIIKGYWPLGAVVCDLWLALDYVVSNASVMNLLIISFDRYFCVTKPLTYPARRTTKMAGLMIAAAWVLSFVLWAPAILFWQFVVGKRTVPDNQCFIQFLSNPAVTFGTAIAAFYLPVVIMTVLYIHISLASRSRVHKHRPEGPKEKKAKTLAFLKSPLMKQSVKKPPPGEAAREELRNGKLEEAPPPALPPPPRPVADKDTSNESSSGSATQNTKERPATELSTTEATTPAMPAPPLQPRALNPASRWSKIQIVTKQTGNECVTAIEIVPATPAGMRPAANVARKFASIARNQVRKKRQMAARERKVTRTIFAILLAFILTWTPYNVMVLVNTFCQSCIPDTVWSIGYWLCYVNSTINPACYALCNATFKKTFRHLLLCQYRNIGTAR
TAAR1 ag: human TAAR1 agonists, primary screen, Fluo-8 calcium fluorescence, CHO RD-HGA16 cells; activation, % at 3 µM; Trace amine-associated receptor 1 (Homo sapiens), Q96RJ0; AID 624467, 2012; vehicle wells 0%, saturating PEA agonist 100%; 0.99% of 360,000 active;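 active = activation above the mean activation of all test compounds in the run plus 3 SD, cut at about 38% in these data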
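Benchmarks: low control DMSO, high control PEA (EC100); System: CHO RD-HGA16 cells carrying human TAAR1 plus Gα16; Detection: Fluo-8 fluorescence, 5 s baseline then 140 s kinetic read; Schedule: 17-24 h plating, Fluo-8 75 min 37 °C, 30 min RT; Read-out basis: % activation from peak over basal fluorescence ratio, DMSO-to-PEA scaled.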
CRFR2-BP ag: agonists of CRF-BP/CRF-R2 complex, primary screen, cell-based, HEK293, calcium dye fluorescence, uHTS; CRF-binding protein / CRF receptor 2 complex (human); calcium dye fluorescence (FLIPR); percent of saturating CRF peptide response; activation, % at 13.2 µM; 0.46% of 350,000 active;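 active = activation of at least 50%, plus an integration ratio under a set limit after plate pattern correction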;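 note: plate controls were neutral control wells without compound for no effect and CRF at EC100 for full effect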
TAAR1 antag: human TAAR1 antagonists, primary screen, Fluo-8 calcium fluorescence, CHO RD-HGA16 cells. antagonist. Trace amine-associated receptor 1 (Homo sapiens), Q96RJ0. AID 624466, 2012. 1.5% of 360,000 active. inhibition, % at 3 µM;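 active = inhibition above a per-plate cutoff, the mean inhibition of test compounds on that plate plus 3 SD, cut at about 49% in these data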;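 note: 0% = DMSO plus EC80 beta-PEA response and 100% = DMSO alone without agonist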
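Material: RD-HGA16 CHO cells with stable hTAAR1 and Gα16; Dosing: single nominal final test compound concentration of 3 µM; Schedule: seeding 17-24 h prior, 75-min 37 °C, 30-min RT dye loading; Detection: kinetic Fluo-8 calcium fluorescence measurement; Measure: % inhibition from peak post-agonist over basal fluorescence ratio; Benchmarks: vehicle and agonist controls.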
M1 PAM parental: nonselective calcium activators in parental CHO-K1 cells, primary screen, counter-screen for M1 PAM project, cell-based, Fluo-8 calcium fluorescence, full deck, 1536-well | ATP EC20; 0% at ATP EC20, 100% at ATP max | activation, % at 3 µM | 0.02% of 360,000 active | AID 602247, 2012;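 active = activation above the run cutoff, the mean activation of all test compounds plus 3 SD, cut at about 40% in these data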;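 note: peak over basal fluorescence ratio in a 140 s read after ATP addition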
CRFBP-R2 block: antagonists of CRF-BP/CRF-R2 complex, primary screen, cell-based, HEK293, calcium dye fluorescence, uHTS; inhibition, % at 11.8 µM; CRF-induced calcium fluorescence; 0.59% of 350,000 active;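 active = inhibition of the ligand-induced calcium signal above about 50% at the single tested concentration, limit read from the data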
Starred values were filed as active, the others as inactive; nt = not tested or not shown. This is a random part of the collection; overall some 4.2% were active at least once.

Value order: M5 PAM	M5 ag	M5 antag	CHRM4 PAM	TAAR1 ag	CRFR2-BP ag	TAAR1 antag	M1 PAM parental	CRFBP-R2 block
CC(C)C(=O)N1CCN(c2ccc(NC(=O)COc3ccccc3[N+](=O)[O-])cc2)CC1
    -14.1	8.2	15.7	-15.9	31.3	-0.2	72.8*	-19.0	-19.3
CC1=NN(C(=O)COc2cc(C)ccc2C(C)C)C(O)(c2ccccc2)C1 (centres undefined)
    -0.8	-0.4	1.7	-8.4	0.8	0.3	-8.3	-6.6	-8.9
COCOCCn1cc(CN2CCS(=O)(=O)N(Cc3ccc(-c4ccc(Cl)nc4)cc3)C(C)C2=O)nn1 (centres undefined)
    -3.6	1.5	-7.3	1.2	3.8	0.7	-12.4	15.9	-0.3
COC(=O)CCN(Cc1ccccc1)S(=O)(=O)c1ccccc1Br
    -2.3	0.0	5.8	-1.7	-1.8	-5.6	-18.6	-0.4	-2.4
COc1ccc(N=Cc2c(O)[nH]c3ccccc23)cc1
    -7.0	-1.3	-4.5	-4.0	6.4	0.9	-2.0	8.0	-58.6
OC(c1ccc2c(c1)OCO2)c1ncc(-c2cccc(C(F)(F)F)c2)[nH]1 (centres undefined)
    2.2	1.2	2.6	3.9	6.0	nt	3.8	9.5	nt
C/C(=N\NC(=O)c1nn(C)cc1Br)c1cccc(NC(=O)c2ccncc2)c1
    -2.4	-1.6	6.1	1.7	2.2	-0.6	3.4	16.2	-7.7
COCc1ccc(C(=O)N2CCN(CC(=O)N3CCCC3)CC2)cc1
    3.3	4.9	2.4	7.4	3.3	-0.5	-12.7	6.7	11.2
Cc1ccc(S(=O)(=O)/N=C(\CN2CCOCC2)N2CCCC2)cc1
    1.1	3.1	-4.3	15.3	4.8	2.7	7.9	-0.3	9.1
CC(=O)Nc1ccc(S(=O)(=O)NCCC(=O)OCC(=O)c2ccc(F)c(F)c2)cc1
    -3.5	2.5	-9.6	-0.3	5.7	1.0	-8.0	3.2	-10.0
O=S(=O)(c1ccc(OCC(O)CN2CCN(c3ccccc3)CC2)cc1)N1CCOCC1 (centres undefined)
    -1.1	-2.7	0.9	5.1	15.4	7.6	-4.5	-6.8	-16.4
Cc1ccc(S(=O)(=O)CCN2CCC(O)(c3ccccc3)CC2)cc1
    -0.5	-1.7	8.0	5.4	0.6	0.6	-5.7	-0.8	-2.5
CC1(C)CC(=O)C=C(c2cccc(OC(=O)c3ccc(Br)cc3)c2)C1=O
    -1.7	-0.2	6.2	-2.1	3.6	0.1	27.2	31.0	3.0
Cc1cc(C(=O)Nc2ccc(C(=O)O)cc2)c(-c2ccccc2)o1
    1.2	-3.7	5.2	-3.1	3.0	1.5	-2.9	4.3	-26.9
O=C(O)CC12CC3CC(C1)CC(n1ncc(NCc4ccc(F)cc4Cl)c(Cl)c1=O)(C3)C2
    2.2	-4.0	-10.2	-3.2	2.0	2.2	-14.6	2.3	-10.8
Cc1ccc(-c2nc(C(=O)NCCCN3CCOCC3)cc3c2[nH]c2ccccc23)cc1
    1.1	0.7	1.1	3.4	-0.2	-0.5	10.6	4.1	-3.7
O=C(O)c1cc(NN=C2c3ccccc3-c3ccccc32)ccc1Cl
    6.0	0.7	-0.1	0.6	-2.2	-0.5	16.1	14.8	50.3*
CCOc1ccccc1NC(=O)COC(=O)C1COc2ccccc2O1 (centres undefined)
    -4.8	-0.2	10.5	1.7	-0.9	-0.3	0.8	16.6	95.3*
CC(=O)c1ccc(N=C2SCCCN2C(=O)C2CCCCC2)cc1
    1.4	-3.6	4.1	-7.2	7.1	0.6	-11.7	16.8	-4.7
O=c1cc[nH]c2cccc(Cc3ccccc3)c12
    -9.8	5.0	3.8	-4.5	9.9	2.2	5.0	5.4	0.5
CCOc1ccc(-c2nn(-c3ccccc3)cc2/C=C(\C#N)S(=O)(=O)c2ccccc2)cc1C
    1.7	0.5	-5.0	4.3	13.3	2.7	-0.2	8.4	12.2
CCOc1ccc(CCNC(=O)CSCC(=O)Nc2cccc(C)c2)cc1OCC
    -2.3	-1.7	0.1	-2.3	0.1	-1.1	-19.5	2.5	3.3
O=C(CSc1nc2ccccc2c(=O)n1NC(=O)Cc1ccccc1)NCCc1ccccc1
    -1.0	-3.3	10.2	-2.1	4.4	-1.4	12.3	-1.1	-1.1
Cc1cccc(CNC(=O)c2sc(=O)n(Cc3c(C)cccc3C)c2C)c1
    -8.7	-2.1	-1.9	5.6	0.9	nt	11.8	7.7	nt
O=S1(=O)CCOCCCN1Cc1ccc(Cl)cc1
    6.6	0.4	1.4	6.8	3.9	0.1	-12.7	-9.6	-1.3
CN(c1ccccc1)S(=O)(=O)c1ccc(Cl)c(C(=O)Nc2ccncc2)c1
    -11.6	6.0	11.3	-2.2	3.3	0.0	23.7	0.4	12.2
CC(C)c1ccc(S(=O)(=O)N2CCC(C(=O)N3CCC3)CC2)cc1
    -8.4	4.0	1.6	1.0	0.8	-1.8	10.2	-23.5	13.8
O=C(NCc1ccc(C(F)(F)F)cc1)c1ccc(-c2cccnc2)c2ccoc12
    -2.1	-0.7	2.8	-6.7	3.0	nt	-18.8	11.1	nt
Cc1c(/C=N/NC(=O)C2(O)c3ccccc3-c3ccccc32)cnn1C
    -1.3	-1.8	8.4	9.8	1.5	-0.5	-15.6	14.5	-4.0
Cc1ccc(NC(=O)CSCC#N)cc1Cl
    3.3	2.1	-3.6	5.9	6.0	-0.9	-15.2	11.2	10.1

Profiles from above. Order of values: M5 PAM	M5 ag	M5 antag	CHRM4 PAM	TAAR1 ag	CRFR2-BP ag	TAAR1 antag	M1 PAM parental	CRFBP-R2 block
Listed for COCc1ccc(C(=O)N2CCN(CC(=O)N3CCCC3)CC2)cc1 = 3.3	4.9	2.4	7.4	3.3	-0.5	-12.7	6.7	11.2
Listed for O=C(CSc1nc2ccccc2c(=O)n1NC(=O)Cc1ccccc1)NCCc1ccccc1 = -1.0	-3.3	10.2	-2.1	4.4	-1.4	12.3	-1.1	-1.1
Listed for O=S(=O)(c1ccc(OCC(O)CN2CCN(c3ccccc3)CC2)cc1)N1CCOCC1 (centres undefined) = -1.1	-2.7	0.9	5.1	15.4	7.6	-4.5	-6.8	-16.4

Next records
Value order: M5 PAM	M5 ag	M5 antag	CHRM4 PAM	TAAR1 ag	CRFR2-BP ag	TAAR1 antag	M1 PAM parental	CRFBP-R2 block
COc1cccc(C(=O)NCCS(=O)(=O)N2CCN(C(=O)c3ccco3)CC2)c1
    0.1	1.6	1.9	-2.8	3.4	0.1	-29.4	-7.3	2.8
O=C(NCCc1ccccc1)C1CCN(C2CCN(Cc3ccc(CO)o3)CC2)CC1
    10.5	-3.0	-2.0	7.5	5.9	3.3	-12.3	9.6	15.8
C[C@@H](C(=O)CC(=O)OC(C)(C)C)[C@@H](O)c1c(F)cccc1Cl
    -4.3	0.6	9.7	2.7	2.5	0.6	-10.8	2.8	-3.5
COc1ccc(C(=O)Nc2ccc(NC(=O)C(C)C)nc2)cc1
    -2.1	-0.7	7.3	-1.9	5.1	-0.3	-15.5	15.2	-9.6
O=C1Nc2cc(C(=O)N3CCOCC3)ccc2S/C1=C/c1ccccc1F
    -0.1	2.4	-1.1	1.4	6.0	-0.5	11.7	17.7	-2.5
O=C1C2C3C=CC(C3)C2C(=O)N1/N=C/c1cc(Br)cc([N+](=O)[O-])c1O (centres undefined)
    -6.9	3.8	-3.1	1.9	1.8	8.9	-4.0	11.9	20.1
COc1cccc(C(=O)Nc2cccnc2)c1OC
    -4.9	2.6	1.9	-6.9	6.9	-8.5	-26.9	6.5	3.3
CCn1cc(Br)c(C(=O)NN)n1
    -6.3	-4.3	-4.8	7.1	5.3	2.1	4.9	-7.0	-4.0
CCN=C1NN=C(c2cc(C)n(Cc3ccco3)c2C)CS1
    -2.7	0.0	-3.2	-1.5	0.9	2.5	-8.5	1.2	26.3
CC(Oc1ccccc1)C(=O)N1CCN=C1SCc1ccc(F)cc1 (centres undefined)
    -4.4	-5.4	6.6	7.0	2.5	2.2	-1.4	5.3	12.6
Cc1cccc(NC(=O)c2ccc(S(=O)(=O)N3CCN(C)CC3)cc2)c1C
    0.5	-2.1	10.3	-13.6	-1.1	0.4	-10.3	-15.1	-1.3
CCc1nnc(NC(=O)c2cccc(S(=O)(=O)N3CC(c4ccccc4)CC3=O)c2)s1 (centres undefined)
    -5.8	1.8	1.4	-7.7	0.3	-2.3	3.5	-5.8	-39.3
COc1ccc(-c2nc(C)ncc2-c2ccc(Cl)cc2)c(O)c1
    9.9	-9.1	-16.1	4.4	-3.1	-6.5	-11.8	14.2	-24.8
COc1ccc(NC2CC(=O)N(C)C2=O)cc1 (centres undefined)
    3.5	-1.0	-1.8	-4.3	10.7	-2.3	-1.3	6.5	20.5
Cc1nc(NC(=O)CSc2nnc(-c3ccc4c(c3)OCO4)o2)c(Cl)cc1Cl
    -2.8	-1.7	5.8	-2.5	0.0	0.0	-7.2	18.8	-17.4
O=C(CN1CCC(n2nnc3cc(F)ccc32)CC1)N1CCCc2ccccc21
    2.0	-2.4	0.7	-0.2	1.4	-0.9	0.2	23.8	0.9
COc1ccccc1NC(=O)CSc1nnc(NC(=O)C2CCC2)s1
    4.0	5.3	-1.7	-7.0	3.2	-1.0	-15.3	12.2	-7.2
CC(C(=O)Nc1ccon1)N1C(=O)c2ccccc2S1(=O)=O (centres undefined)
    -1.7	-5.1	5.0	-1.1	0.4	0.8	-15.8	22.1	1.9
Cc1cccc(N2C(=O)Cc3ccccc3C2=O)c1
    6.1	3.8	-4.0	3.0	0.1	-0.4	-4.2	13.4	-7.6
CCOc1ccc(NC(=S)N2CCC(N(C)CC3CCCO3)CC2)cc1 (centres undefined)
    0.4	-7.2	3.7	2.8	1.6	-1.1	-27.3	23.7	2.2
Cc1ccc(-c2nnn(CC(=O)N(c3ccccc3)C(C(=O)NC3CCCC3)c3ccncc3)n2)o1 (centres undefined)
    -5.7	-1.4	17.9	0.1	-1.7	-0.1	-8.0	-11.8	3.9
O=C(COC(=O)/C=C/c1cccc(Cl)c1)Nc1ccc(N2CCOCC2)cc1
    10.1	2.6	0.8	6.2	4.6	-1.4	16.5	13.1	3.7
COc1ccc(NC(=O)C2CCCCN2S(=O)(=O)c2ccccc2)cc1S(=O)(=O)N1CCOCC1 (centres undefined)
    -18.2	1.9	13.3	-11.8	20.7	-1.3	58.2*	9.4	9.5
O=C(Nc1ncccn1)c1cc([N+](=O)[O-])cc([N+](=O)[O-])c1
    1.6	0.7	-0.6	2.9	-1.4	-0.1	1.9	30.1	-8.0

Assay outcomes (PubChem)
